Screening results: PubChem BioAssay, National Center for Advancing Translational Sciences (NCATS)
Rab9 prom act: qHTS Assay for Rab9 Promoter Activators; Huh7 Rab9 promoter-luciferase reporter, luminescence, 24 h; Potency, µM (top dose mostly 9.22 µM), for inactives: at the top dose activation, negative = inhibition, hits mostly activators; 320,000 tested, 2.8% active; AID 485297, 2010; note: potency is the fitted concentration of half-maximal effect; % of control where 0% means no effect; nearly all actives have a fitted effect of over 60% in size
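Using Huh7 cells stably transfected with Rab9 promoter–luciferase, compounds were incubated 24 h at 37 °C, 5% CO2; luciferase luminescence was read 10 min after reagent addition.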
ELG1 repair inh: qHTS screen for small molecules that inhibit ELG1-dependent DNA repair in human embryonic kidney (HEK293T) cells expressing luciferase-tagged ELG1. HEK293T ELG1-luciferase reporter, luminescence, 16 h; DNA damage induced by 5-fluorouridine. Potency, µM (highest dose often 46.1 µM), for the others: at the top dose activity change, negative = inhibition, actives largely listed as inhibitors. 330,000 tested, 2.3% active; note: potency is the fitted concentration of half-maximal effect; % is set by controls: 0 for no effect and ±100 for the full control effect; nearly all actives have a fitted effect of over 55% in size
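Cells (2,000 per well) received 5-fluorouridine plus test compound or DMSO and were incubated 16 hr at 37 °C, 5% CO2. Luciferase activity was read by luminescence 30 min after ONE-Glo addition; signal suppression marked inhibition of damage-induced ELG1 function.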
PKM2 activator: qHTS Assay for Activators of Human Muscle isoform 2 Pyruvate Kinase. 260,000 tested, 0.34% active. AID 1631, 2009. Potency, µM (top dose mostly 57.5 µM), for inactives: at the highest dose activation, actives largely listed as activators. purified PKM2, Kinase-Glo ATP luminescence, activation; response scale: 0% is enzyme alone, no compound. Pyruvate kinase PKM (Homo sapiens), P14618; note: potency is the fitted concentration of half-maximal effect; % is set by controls: 0 for no effect and ±100 for the full control effect; nearly all actives have a fitted effect of over 55% in size
Target sequence (P14618 whole entry, looked up, canonical isoform): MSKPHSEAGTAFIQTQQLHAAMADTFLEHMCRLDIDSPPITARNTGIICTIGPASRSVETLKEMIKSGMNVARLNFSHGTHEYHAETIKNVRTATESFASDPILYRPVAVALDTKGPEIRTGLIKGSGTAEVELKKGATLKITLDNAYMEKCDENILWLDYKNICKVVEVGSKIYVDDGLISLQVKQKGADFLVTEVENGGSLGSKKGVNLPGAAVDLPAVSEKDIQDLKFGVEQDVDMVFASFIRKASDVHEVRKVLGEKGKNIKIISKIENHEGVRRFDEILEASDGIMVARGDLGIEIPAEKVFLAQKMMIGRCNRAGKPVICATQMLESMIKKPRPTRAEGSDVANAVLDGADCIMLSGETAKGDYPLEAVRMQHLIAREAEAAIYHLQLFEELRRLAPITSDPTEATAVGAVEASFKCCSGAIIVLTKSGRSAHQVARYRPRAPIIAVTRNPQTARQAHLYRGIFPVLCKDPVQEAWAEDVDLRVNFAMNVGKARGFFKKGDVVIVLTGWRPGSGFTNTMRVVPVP
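Kinase-Glo luminescence reports ATP generated from ADP (0.1 mM) and PEP (0.5 mM) by purified hPK-M2 after 1 h at room temperature, pH 7.2 imidazole buffer; intermediate enzyme activity allows detecting inhibitors and activators.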
FLuc counter: qHTS profiling assay for firefly luciferase inhibitor/activator using purifed enzyme and Km concentrations of substrates (counterscreen for miR-21 project); Luciferin 4-monooxygenase (Photinus pyralis), P08659; AID 588342, 2011; 360,000 tested, 6.9% active; Potency, µM (titrated, usually from 57.5 µM), for the others: at the highest dose activity change, negative = inhibition, most hits filed as inhibitors; purified FLuc, Km substrates, luminescence inhibition;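 note: potency is the fitted concentration of half-maximal effect; plate controls were vehicle for no effect and reference inhibitor for full effect; nearly all actives have a fitted effect of over 55% in size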
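Biochemical qHTS of compounds, final roughly 60 µM downward over six points, against 10 nM purified firefly luciferase using Km concentrations of substrates (10 uM D-luciferin, 10 uM ATP) in Tris acetate pH 7.5 buffer; luminescence output.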
Menin-MLL TR inh: qHTS Assay for Inhibitors Targeting the Menin-MLL Interaction in MLL Related Leukemias: Competition With Texas Red Labeled MLL-derived Mutant Peptide | 270,000 tested, 0.23% active | O00255 | Menin + Texas Red MLL mutant peptide, fluorescence polarization | Potency, µM (titrated, usually from 61.6 µM), without a hit: at the top dose FP activity change, negative = inhibition, usual class: inhibitors; active = well fitted inhibition curve with a large enough effect in the polarisation, with a control signal flat, not every such curve was filed as active; inconclusive = small, poorly fitted or top-dose-only effect, or effect the other way, or a change in a side signal; inactive = no such curve, though single readings can be large or run the other way; the % refers to the polarisation; note: potency is the fitted concentration of half-maximal effect; % of control where 0% means no effect; many of its hits are not listed in these tables
NPC1 prom act: qHTS Assay for NPC1 Promoter Activators. Potency, µM (series often up to 9.22 µM), inactives show top-dose activation, hits mostly activators. AID 485313, 2010. 320,000 tested, 2.4% active. Huh7 NPC1 promoter luciferase reporter, 24 h;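 note: potency is the fitted concentration of half-maximal effect; % of control where 0% means no effect; nearly all actives have a fitted effect of over 60% in size; reporter is driven by a mutant NPC1 promoter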
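Cells: Huh7 expressing luciferase under the NPC1 promoter, 1500/well. Seeded 2 h, compound added, incubated 24 h at 37 °C. Luciferase reagent, 10 min ambient, then luminescence.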
VP16 counter: VP16 counterscreen qHTS for inhibitors of ROR gamma transcriptional activity; Drosophila S2 Gal4-VP16 UAS-luciferase, luminescence, 20 h; Potency, µM (titrated, usually from 53.6 µM), for inactives: at the top dose activity, negative = inhibition, actives largely listed as inhibitors; 310,000 tested, 3.5% active; AID 2546, 2010;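 note: Gal4-VP16 expression switched on by copper sulfate through the metallothionein promoter; potency is the fitted concentration of half-maximal effect; % is set by controls: 0 for no effect and ±100 for the full control effect; nearly all actives have a fitted effect of over 50% in size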
MBNL1 CUG block: qHTS Assay for Inhibitors of MBNL1-poly(CUG) RNA binding; TR-FRET MBNL1-His/biotin-(CUG)12 binding, 665/545 ratio; Potency, µM (top dose mostly 57.5 µM), without a hit: at the highest dose activity change, negative = inhibition, usual class: inhibitors; 280,000 tested, 0.036% active; AID 2675, 2010; active = well fitted inhibition curve with a large enough effect in the signal ratio, with a control signal flat, not every such curve was filed as active; inconclusive = small, poorly fitted or top-dose-only effect, or effect the other way, or a change in a side signal; inactive = no such curve, though single readings can be large or run the other way; the % refers to the signal ratio; note: potency is the fitted concentration of half-maximal effect; % is set by controls: 0 for no effect and ±100 for the full control effect
Target sequence (Q9NR56 whole entry, looked up): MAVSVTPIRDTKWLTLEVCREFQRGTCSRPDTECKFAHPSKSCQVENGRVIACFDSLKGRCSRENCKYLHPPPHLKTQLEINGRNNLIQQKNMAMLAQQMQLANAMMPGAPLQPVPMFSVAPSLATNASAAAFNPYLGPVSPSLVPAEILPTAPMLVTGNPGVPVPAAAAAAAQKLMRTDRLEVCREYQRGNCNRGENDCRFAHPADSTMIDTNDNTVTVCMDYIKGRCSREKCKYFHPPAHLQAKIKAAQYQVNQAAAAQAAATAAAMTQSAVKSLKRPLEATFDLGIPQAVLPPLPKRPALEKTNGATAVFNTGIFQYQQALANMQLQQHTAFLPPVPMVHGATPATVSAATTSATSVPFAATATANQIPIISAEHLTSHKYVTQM
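TR-FRET between His-tagged MBNL1 and biotin-(CUG)12 RNA, detected with Tb anti-His antibody (0.055 ng/ul) and streptavidin-XL665 (5 nM), 60 min at room temperature. Compounds titrated 92 nM to 58 uM; 665/545 nm ratio normalized to buffer and complex controls.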
KCNH2 3.1 block: qHTS for Inhibitors of KCHN2 3.1: Mutant qHTS. U2OS KCNH2 3.1, thallium flux FluxOr; hits give low values. 340,000 tested, 0.95% active. Potassium voltage-gated channel subfamily H member 2, brain isoform KCNH2 3.1 (human). activity change, % (tested at about 1.8 µM);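 active = maximum activity change below -70%; inconclusive = maximum activity change from -70% to -50%; inactive = maximum activity change above -50%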;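 note: thallium influx rate constant from kinetic fluorescence after stimulation buffer; % is set by controls: 0 for no effect and ±100 for the full control effect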
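Normalized rate constant (relative to positive and negative DMSO controls) derived from a 2 min kinetic fluorescence read after stimulation; U2OS cells expressing the 3.1 isoform via virus at 1.77 x 10^8 /mL.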
Mito fusion yeast: qHTS Assay for Small Molecule Inhibitors of Mitochondrial Division or Activators of Mitochondrial Fusion | 320,000 tested, 0.23% active | S. cerevisiae fusion-defective mutant growth rescue, CellTiterGlo 48 h | Potency, µM (highest dose often 46.1 µM), for the others: at the top dose growth rescue (activation), hits mostly activators;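 note: potency is the fitted concentration of half-maximal effect; % of control where 0% means no effect; nearly all actives have a fitted effect of over 45% in size; temperature-sensitive fusion mutants such as fzo1-1 at 37 °C on non-fermentable ethanol glycerol medium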
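Yeast fusion mutant, YPEG (non-fermentable carbon), compound, 48 h at 37C non-permissive; CellTiterGlo added, 10 min RT, luminescence read. Rescued growth = division inhibition.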
RORg inh: qHTS for inhibitors of ROR gamma transcriptional activity; Nuclear receptor ROR-gamma (Mus musculus), P51450; Drosophila S2 Gal4-RORgamma UAS-luciferase reporter, 20 h; Potency, µM (titrated, usually from 53.6 µM), without a hit: top-dose activity change, negative = inhibition, usual class: inhibitors; 310,000 tested, 5.4% active; AID 2551, 2010; note: potency is the fitted concentration of half-maximal effect; % is set by controls: 0 for no effect and ±100 for the full control effect; nearly all actives have a fitted effect of over 60% in size
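Read-out: Photinus luciferase luminescence; inhibitors lower reporter signal. Insect Schneider cells with Gal4-ROR gamma fusion under metallothionein promoter, UAS reporter; 700 uM final copper sulfate induction, 20 hr, ambient temperature.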
An asterisk follows results filed as active; ? = inconclusive; nt = not tested or not shown; [ ] = dose if it differs, or a comment. Unless noted, calls come from the whole dose curve; as a rule, active = well fitted curve in the direction sought with a large enough effect; inconclusive = small, poorly fitted or top-dose-only effect, or another doubt; inactive = no such curve, though single readings can be large; an effect the other way counts as inactive or inconclusive. Not all compounds are listed; rates above refer to the full screens.

SMILES	Rab9 prom act	ELG1 repair inh	PKM2 activator	FLuc counter	Menin-MLL TR inh	NPC1 prom act	VP16 counter	MBNL1 CUG block	KCNH2 3.1 block	Mito fusion yeast	RORg inh
O=C1Nc2ccccc2C(=O)N2CCCCC12 (stereo not given)	-8%	9%	-2%	0%	9%	-1%	-7%	-3%	-5	2%	-9%
Cc1ccsc1/C=N/NC(=O)C1CC(=O)N(c2ccccc2)C1 (stereo not given)	-3%	11%	-2%	-2%	-2%	3%	-18%	?	-5	-2%	-16%
O=C(Cc1ccccc1)Nn1c(-c2ccccc2)nc2ccccc2c1=O	-4%	-2%	-5%	-2%	7%	0%	-9%	1%	11	-8%	28%
COc1ccc(CCN(C)C(=O)Cn2c(=O)oc3ccccc32)cc1OC	-1%	14%	0%	3%	1%	1%	-5%	-3%	10	-3%	-11%
CCOC(=O)c1snc(C(=O)NC2CCCCC2)c1N	3.5µM*	?	-2%	13µM*	-24%	?	1%	17%	2	15%	?
Cc1ccc(C(=O)N2CCN(C(=O)CN3CCOCC3)C2)cc1	1%	6%	-3%	1%	-9%	6%	5%	0%	2	1%	16%
Cc1ccccc1NS(=O)(=O)c1ccc(C(=O)NN2CCCCC2)cc1	0%	-19%	0%	1%	nt	-1%	-16%	-7%	2	3%	13%
COc1ccc(-c2ccc(NCCC3=CCCCC3)nn2)cc1OC	10%	?	-5%	-1%	2%	-2%	4%	-1%	-2	2%	-3%
CCOC(=O)/C(C#N)=C\c1cn(C)c2ccccc12	9%	5.8µM*	-1%	-15%	22%	-1%	-21%	86%[activator]	-4	22%	11%
Cc1c(Cl)ccc2c1NC(=O)[C@]21N[C@@H](CCC(N)=O)[C@H]2C(=O)N(c3ccc(F)cc3)C(=O)[C@H]21	-5%	-5%	2%	5%	1%	2%	3%	9%	6	5%	4%
CSc1ccccc1NC(=O)CN(C)C(=O)c1cccc(S(=O)(=O)N(C)C)c1	10%	1%	4%	5%	12%	0%	4%	-4%	8	-1%	-6%
CNc1nc(Sc2ccccc2)cc(C(F)(F)F)n1	-1%	23%	-2%	-5%	-1%	-2%	-1%	-1%	2	2%	1%
CCCN(CCC)c1cc(Cl)nc(N)n1	-4%	-14%	-5%	2%	2%	-5%	-2%	-3%	-2	-1%	13%
Cc1ccc(F)cc1S(=O)(=O)Nc1cccc(C(=O)N2CCCC(C(N)=O)C2)c1 (stereo not given)	-1%	?	nt	1%	nt	-1%	nt	nt	11	-3%	nt
CC(=O)Nc1cccc(/C(C)=N/NS(=O)(=O)c2ccc(C)cc2)c1	-4%	0%	-4%	-6%	2%	0%	-4%	-4%	-39	7%	-9%
COc1ccc(/C=N/N=C2/CC(C)(C)Cc3n[nH]c(=O)cc32)cc1	2%	-11%	0%	-6%	-26%	-1%	-16%	?	0	-2%	1%
CN1C=CC=C/C1=C1/N=C(c2ccccc2)OC1=O	3.2µM*	10%	-2%	?	-9%	?	5%	1%	11	-4%	-10%
COc1ccc(S(=O)(=O)Nc2nnc(CC(C)(C)C)s2)cc1	-6%	4%	-1%	?	10%	-4%	-10%	-12%	-14	3%	9%
CCOc1ccc2nc(SCC(=O)NC(=O)C(C)C)sc2c1	-6%	?	0%	?	6%	-3%	5%	6%	7	1%	-4%
CCN(Cc1ccncc1)C(=S)Nc1c(C)cccc1C	-4%	-11%	4%	1%	-5%	-7%	?	-9%	9	-5%	?
CC(=O)c1sc(NC(=O)c2cc(-c3ccccc3)nn2-c2ccccc2)nc1C	-3%	15µM*	1%	2%	9%	-5%	?	nt	nt	6%	-9%[10 µM]
CCc1ccc(NC(=O)CSC2=C(C#N)C(c3ccco3)C3=C(CCCC3=O)N2)cc1 (stereo not given)	-5%	?	-3%	6%	10%	1%	-3%	3%	-5	2%	23%
NS(=O)(=O)c1ccc(N/C=C/C(=O)c2ccc(Br)cc2)cc1	2.8µM*	?	6%	-13%	-22%	?	?	121%[activator]	-16	-2%	-39%
O=c1c(-c2ccc(O)cc2)coc2c(C3O[C@H](CO)[C@@H](O)[C@H](O)[C@H]3O)c(O)ccc12 (stereo not given in full)	-2%[1.84 µM]	-6%	nt	4%	18%	-4%	-12%	-1%	8	-1%	-20%
CCCOc1ccccc1Cn1c(=O)oc2ccccc21	5%	22%	1%	-12%	-27%	-1%	-10%	7%	1	-7%	-17%
Cc1c(C)c2ccc(OCC(=O)N[C@@H](Cc3ccccc3)C(=O)O)cc2oc1=O	-5%	10%	-1%	2%	1%	-5%	-6%	3%	-14	0%	-2%
O=C(CN1CCOCC1)Nc1ccc(OC(F)(F)F)cc1	1%	22%	1%	-1%	-10%	1%	-1%	-1%	5	2%	9%
O=C(NCc1ccc(Cl)cc1)C1CCCN1C(=O)Nc1ccc(F)cc1 (stereo not given)	-9%	-1%	3%	2%	26%	-2%	4%	-2%	5	0%	3%
COC1=CC(=O)CC(C)C12Oc1cc(OC)cc(OC)c1C2=O (stereo not given)	0%	-2%	7%	-2%	nt	-9%	1%	3%	3	1%	0%
Fc1ccc(CNCc2ccc3c(c2)OCO3)cc1	-3%	?	0%	0%	-7%	0%	-1%	0%	8	-4%	-25%
COc1ccc(CN(C)CC(O)COc2ccc(C(=O)c3ccccc3)cc2)c(OC)c1OC (stereo not given)	-8%	-9%	0%	-1%	-20%	-5%	-7%	-4%	?	-10%	-8%
N#CC1=C2SCC(O)(c3ccccc3)N2C(=O)CC1c1ccccc1F (stereo not given)	1%	-8%	-4%	-3%	4%	-14%	17%	?	-20	6%	4%
Cn1cc(C(=O)CCl)c2ccccc21	2%	-27%	2%	-1%	2%	-12%	7.9µM*	3%	9	-13%	11µM*
CC1(C)NC(=O)N(CC(O)CN2CCCC2)C1=O (stereo not given)	-1%	-1%	-1%	-2%	?	-1%	-2%	-2%	-8	0%	-21%
COc1ccccc1OCc1cc(C(=O)N2CCCC(OCc3cccnc3)C2)no1 (stereo not given)	2.5µM*	?	-11%	13µM*	-10%	1.8µM*	17%	-8%	5	2%	14%
Oc1cc(Nc2ccncc2)cc2cccnc12	2%	7%	nt	0%	nt	-2%	nt	nt	nt	0%	nt
Cc1ccc(NC(=O)Nc2cccc(Cl)c2)c(C(=O)O)c1	-5%	3%	-12%	12µM*	?	18%	2%[10 µM]	-2%	3	-3%	33%
CCN(CC)C(=N)/C(C#N)=N/Nc1ccccc1	?	?	-2%	?	nt	?	-8%	8%	-10	1%	-6%
CN(C)S(=O)(=O)c1ccc(Cl)c(NC(=O)CN2CCN(Cc3ccc4c(c3)OCO4)CC2)c1	-10%	21µM*	-7%	3%	nt	2%	-3%	-3%	4	4%	38%
CC(C)(C)n1nc2c(c1NC(=O)c1ccccc1F)CS(=O)C2 (stereo not given)	-2%	9%	-6%	-2%	0%	0%	0%	-1%	-23	-1%	0%
O=C(CN1C(=O)CSc2ccccc21)NC1CCCC1	-15%	-1%	-1%	6%	8%	1%	4%	1%	20	4%	10%
Cc1oc(=O)c(NC(=O)c2ccccc2)cc1C(N)=O	0%	1%	5%	4%	6%	-1%	-10%	?	-6	4%	2%
COc1ccccc1N1CCN(C(=O)C2CCN(S(=O)(=O)c3ccc(F)cc3)CC2)CC1	-1%	-23%	2%	5%	-5%	0%	0%	-1%	-1	0%	23%
Cn1c(Cc2cccs2)nnc1SCC(=O)N1CCCc2ccccc21	2%	?	0%	12%	-2%	-3%	6%	-1%	3	1%	-19%
